Source: PubChem BioAssay (National Center for Advancing Translational Sciences (NCATS))
PI5P4Ka inh – inhibitors of human PI5P4K alpha; AID 652105; 330,000 tested, 1.2% active; PI5P4Kalpha enzyme, ADP-Glo luminescence, 60 min; active compounds read low; max response, %; active = max response of -50% or lower; inconclusive = between -30% and -50%; inactive = -30% or higher; also: value at the top dose of about 77 µM; % is scaled to controls: 0 for no effect and ±100 for the full control effect
Target sequence (P48426 whole entry, looked up): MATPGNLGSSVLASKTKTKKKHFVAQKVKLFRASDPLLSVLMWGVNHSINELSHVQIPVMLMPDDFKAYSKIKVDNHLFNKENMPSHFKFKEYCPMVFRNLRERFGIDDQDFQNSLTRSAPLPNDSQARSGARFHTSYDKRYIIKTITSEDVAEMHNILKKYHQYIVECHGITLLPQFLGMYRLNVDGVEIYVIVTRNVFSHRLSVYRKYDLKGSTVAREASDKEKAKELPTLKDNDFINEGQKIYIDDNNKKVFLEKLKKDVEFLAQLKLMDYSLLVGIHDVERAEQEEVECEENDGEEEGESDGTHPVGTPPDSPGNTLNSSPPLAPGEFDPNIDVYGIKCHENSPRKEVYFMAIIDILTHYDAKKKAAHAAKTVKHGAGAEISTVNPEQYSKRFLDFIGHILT
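Single end-point luminescence (ADP-Glo) quantified ADP from PI5P4Kalpha turnover; ATP 5 microM final, 1 h at RT, 0.1% CHAPS and 0.28 mM EGTA in HEPES pH 7.4.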
IL-2 act – activates IL-2 in a cell-based reporter assay; 360,000 tested, 0.065% active; IL-2 activation reporter assay, cell-based qHTS; stimulated with anti-CD3/CD4/CD28 beads; in transgenic mouse T cells; activation, % (series mostly up to about 46 µM); AID 652025; in the data active = activation above about 50%; inconclusive = mostly about 30% to 49%; also: 0% is about no effect
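Quantitative HTS in unstimulated transgenic mouse T cells, with memory T cells as non-tolerant control and PMA/ionomycin as tolerance-bypass control. Compound pretreatment lasted 60 minutes before 18 h bead stimulation; EGFP/DsRed fluorescence read.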
WRN helicase inh – inhibitors of human WRN helicase | Potency, µM (titrated, usually from 114 µM), for the others: top-dose activity change, negative = inhibition, most hits filed as inhibitors | WRN helicase unwinding, fluorescent forked duplex, kinetic | 360,000 tested, 0.46% active | Q14191; also: potency is read from the fitted curve at half-maximal effect; % is scaled to controls: 0 for no effect and ±100 for the full control effect; nearly all actives have a fitted effect of over 55% in size
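Screening of the MLSMR collection measured strand separation of a quenched forked DNA duplex (100 nM) by 20 nM WRN with 2 mM ATP, all final. Compounds were preincubated with enzyme 15 min at room temperature.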
EPAC2 agonist – EPAC2 (human) agonism; Q8WZA2; EPAC2 activation, biochemical qHTS; response scale: 100% = 6.5 mM cAMP response; Potency, µM (highest dose often 154 µM), inactives show at the top dose activation, actives largely listed as activators; 360,000 tested, 0.079% active; also: potency is read from the fitted curve at half-maximal effect; nearly all actives have a fitted effect of over 50% in size
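Compounds were added across a concentration range to EPAC2 (100 nM), RAP1B-BODIPY-GDP (250 nM) and GDP (50 uM). After 5 min at room temperature, fluorescence was recorded at 5-min intervals for 30 min.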
PLK1 PBD block – PLK1 (human) polo-box domain binding inhibition; Potency, µM, without a hit: max response, negative = inhibition, hits mostly inhibitors; P53350; AID 720504; 360,000 tested, 2.8% active; Plk1 PBD binding of FITC phosphopeptide, fluorescence polarization; also: potency is read from the fitted curve at half-maximal effect; series mostly up to about 57 µM; % is scaled to controls: 0 for no effect and ±100 for the full control effect; nearly all actives have a fitted effect of over 65% in size
EPAC1 agonist – EPAC1 (human) agonism; EPAC1 agonist qHTS, biochemical assay; response scale: 100% = response to 6.5 mM cAMP; Potency, µM (top dose mostly 154 µM), without a hit: top-dose activation, most hits filed as activators; 360,000 tested, 0.073% active; AID 720707; also: potency is read from the fitted curve at half-maximal effect; nearly all actives have a fitted effect of over 60% in size
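Nucleotide exchange assay: 100 nM EPAC1 with 250 nM Rap1B loaded with BODIPY-GDP and 50 uM GDP, room temperature. Fluorescence (480/540 nm) read every 5 min for 30 min; signal change normalized to 6.5 mM cAMP as full agonist.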
EPAC1 antag – blocks human EPAC1 exchange factor; EPAC1 GEF assay, Rap1b-BODIPY-GDP exchange fluorescence; O95398; Potency, µM (top dose mostly 115 µM), for inactives: at the top dose activity change, negative = inhibition, actives largely listed as inhibitors; 360,000 tested, 0.14% active;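 also: potency is read from the fitted curve at half-maximal effect; plate controls were vehicle for no effect and positive control for full effect; nearly all actives have a fitted effect of over 50% in size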
CCT chaperon mod – changes cytosolic chaperonin activity | purified chaperonin ATPase assay, HTRF ADP detection, 30 min | activity change, % (concentration not given with the values), hits read low | 360,000 tested, 0.3% active | AID 651819; in the data active = activity change below about -30%; also: % is scaled to controls: 0 for no effect and ±100 for the full control effect
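Enzyme 40 or 20 nM (batch-dependent) in Tris pH 7.4/KCl/MgCl2/DTT; cpd 76 uM single point; ATP 10 uM; 30 min 37 °C; Transcreener ADP HTRF detection, 30 min RT; ratio 665/615.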
The depositor's hits bear a star; ? = inconclusive; / = no result given. Unless noted, calls follow the shape of the dose curve; as a rule, active = well fitted curve in the direction sought with a large enough effect; inconclusive = small, poorly fitted or top-dose-only effect, or another doubt; inactive = no such curve, though single readings can be large; an effect the other way counts as inactive or inconclusive.

SMILES | PI5P4Ka inh | IL-2 act | WRN helicase inh | EPAC2 agonist | PLK1 PBD block | EPAC1 agonist | EPAC1 antag | CCT chaperon mod
CN(C)CC#Cc1cncc(C(=O)NNC(=O)Nc2ccc(Cl)cc2)c1 | 3.8 | 0.8 | -24.4% | 11.3% | -6.5% | 7.7% | 16.5% | -1.6
CC12CCC(C(=O)N(CCCN3CCN(Cc4ccccc4)CC3)C1=O)C2(C)C (stereo unspecified) | -1.5 | -2.0 | 0.2% | -1.7% | -17.3% | 4.1% | -14.1% | 1.8
COc1ccc(N2C(=O)CCC2=O)cc1 | -19.3 | -0.6 | 4.1% | 2.0% | -6.9% | 2.8% | 10.2% | -0.9
c1ccc(-n2nnnc2-c2cccnc2)cc1 | 0.1 | -3.3 | -3.6% | -1.8% | -1.2% | -7.4% | -8.8% | -6.6
O=C(c1ccccc1NS(=O)(=O)c1ccc2c(c1)OCCO2)N1CCOCC1 | / | -0.9 | 1.7% | -2.0% | -4.9% | 0.5% | -4.9% | -3.3
OC1(c2ccc(F)cc2)CCN(Cc2ccccc2)C1 (stereo unspecified) | / | -2.5 | 1.4% | -0.9% | 2.8% | -1.1% | 11.8% | 3.3
C[C@@H](C(=O)Nc1ccc2ccccc2c1)[C@H]1C[C@]1(C)[C@H](NC(=O)c1cnccn1)c1ccccc1 | 3.2 | 0.5 | -3.7% | 11.4% | 4.8% | -5.6% | -23.9% | 1.2
Cc1ccc(CN2CCN(Cc3ccc(O)cc3)CC2CCO)o1 (stereo unspecified) | 4.4 | -2.0 | 4.3% | 1.8% | -3.7% | -7.9% | 14.3% | -2.4
CCOc1ccccc1-c1nnc(SCC(=O)NC2(C#N)CCCC2)o1 | 0.7 | 1.0 | 6.3% | 8.4% | -8.8% | -9.3% | 14.2% | -1.0
O=C(CC1(O)C(=O)N(Cc2ccccc2Cl)c2ccccc21)c1ccco1 (stereo unspecified) | / | -2.8 | 1.8% | 2.7% | -6.3% | -1.0% | 0.0% | 1.3

Given as tab-separated lines: entries from further up
compound	PI5P4Ka inh	IL-2 act	WRN helicase inh	EPAC2 agonist	PLK1 PBD block	EPAC1 agonist	EPAC1 antag	CCT chaperon mod
CN(C)CC#Cc1cncc(C(=O)NNC(=O)Nc2ccc(Cl)cc2)c1	3.8	0.8	-24.4%	11.3%	-6.5%	7.7%	16.5%	-1.6
O=C(c1ccccc1NS(=O)(=O)c1ccc2c(c1)OCCO2)N1CCOCC1	/	-0.9	1.7%	-2.0%	-4.9%	0.5%	-4.9%	-3.3
OC1(c2ccc(F)cc2)CCN(Cc2ccccc2)C1 (stereo unspecified)	/	-2.5	1.4%	-0.9%	2.8%	-1.1%	11.8%	3.3
Cc1ccc(CN2CCN(Cc3ccc(O)cc3)CC2CCO)o1 (stereo unspecified)	4.4	-2.0	4.3%	1.8%	-3.7%	-7.9%	14.3%	-2.4
O=C(CC1(O)C(=O)N(Cc2ccccc2Cl)c2ccccc21)c1ccco1 (stereo unspecified)	/	-2.8	1.8%	2.7%	-6.3%	-1.0%	0.0%	1.3
C[C@@H](C(=O)Nc1ccc2ccccc2c1)[C@H]1C[C@]1(C)[C@H](NC(=O)c1cnccn1)c1ccccc1	3.2	0.5	-3.7%	11.4%	4.8%	-5.6%	-23.9%	1.2

More entries.
SMILES | PI5P4Ka inh | IL-2 act | WRN helicase inh | EPAC2 agonist | PLK1 PBD block | EPAC1 agonist | EPAC1 antag | CCT chaperon mod
Cn1ncc(Cl)c1C(=O)Nc1nc2ccc(Cl)cc2s1 | -12.9 | -5.3 | -12.1% | 5.3% | 16.8µM* | -2.0% | 6.1% | -1.4
CC(C)c1ccc(-n2ccnc2SCC(=O)O)cc1 | 0.5 | -0.4 | 10.8% | 1.5% | -6.0% | 2.4% | 8.9% | -6.8
CC(C)(CNC(=O)c1cccs1)N1CCOCC1 | 0.0 | -0.3 | 8.3% | 9.0% | -16.8% | 1.7% | 7.6% | 0.5
Cc1cc(/C=C(\C#N)C(=O)Nc2ccc(F)cc2)c(C)n1-c1ccc(N2CCOCC2)c([N+](=O)[O-])c1 | / | 0.1 | -6.4% | -6.3% | 2.8% | 3.3% | 3.0% | -22.5
O=C(O)C1CCCCC1C(=O)Nc1ccc(Cl)cc1 (stereo unspecified) | / | -1.0 | 2.1% | -3.3% | 2.0% | 5.5% | 6.2% | -3.4
CCOC(=O)c1c(NC(=O)Nc2ccccc2)sc(C)c1C | 0.2 | -3.4 | -16.2% | 2.0% | ? | 7.0% | -11.1% | 0.3
CC(C)C[C@H]1CN(CCCC[C@H]2CNC(=O)C(=O)N2CCc2ccccc2)C(=O)C(=O)N1Cc1ccccc1 | -13.4 | -1.0 | 0.5% | 8.9% | -9.2% | -2.5% | -7.6% | -0.8
CC(=O)N1N=C(C)CC1c1ccc(O)cc1 (stereo unspecified) | -6.9 | -1.9 | 3.8% | 4.7% | -3.3% | -6.2% | -17.2% | -1.0
CCOP(=O)(OCC)C(NC(=O)c1ccc(OC)cc1)c1ccccc1 (stereo unspecified) | -1.4 | -3.1 | -6.1% | -6.0% | 4.1% | -11.0% | -5.3% | 0.9
CC(C)c1ccc(CN2CCN(S(=O)(=O)c3ccc(Cl)s3)CC2)cc1 | 19.2 | -0.2 | -9.0% | 3.9% | 3.9% | -0.9% | -10.4% | -1.4

A second format for part of the listing above:
Cn1ncc(Cl)c1C(=O)Nc1nc2ccc(Cl)cc2s1
- PI5P4Ka inh: -12.9
- IL-2 act: -5.3
- WRN helicase inh: -12.1%
- EPAC2 agonist: 5.3%
- PLK1 PBD block: 16.8µM*
- EPAC1 agonist: -2.0%
- EPAC1 antag: 6.1%
- CCT chaperon mod: -1.4
CC(=O)N1N=C(C)CC1c1ccc(O)cc1 (stereo unspecified)
- PI5P4Ka inh: -6.9
- IL-2 act: -1.9
- WRN helicase inh: 3.8%
- EPAC2 agonist: 4.7%
- PLK1 PBD block: -3.3%
- EPAC1 agonist: -6.2%
- EPAC1 antag: -17.2%
- CCT chaperon mod: -1.0

More records.
SMILES | PI5P4Ka inh | IL-2 act | WRN helicase inh | EPAC2 agonist | PLK1 PBD block | EPAC1 agonist | EPAC1 antag | CCT chaperon mod
CN(C(=O)COC(=O)Cc1c(Cl)cccc1Cl)C1CCS(=O)(=O)C1 (stereo unspecified) | 2.4 | 0.2 | -1.8% | 4.7% | -2.4% | 1.5% | -10.2% | 0.9
CCOC(=O)c1sc2nc(C)cc(-c3ccccc3)c2c1N | 15.8 | 0.3 | -9.4% | 17.7% | -8.6% | 15.3% | 5.8% | -1.2
O=C1/C(=C/c2cccs2)CCc2ccccc21 | / | -0.3 | 3.8% | 12.5% | 1.5% | 10.1% | -2.0% | -2.8
O=C(CN1C(=O)NC2(CCCC2)C1=O)N1CCc2ccccc2C1 | 1.5 | -0.2 | 10.4% | 0.3% | 2.0% | 1.0% | -13.5% | -3.2
O=C1CC[C@H](O)CCN1[C@H](CSc1ccc(Br)cc1)Cc1ccccc1 | 1.3 | -0.4 | 9.5% | 11.1% | 11.9µM* | -1.3% | 0.5% | -1.1
COCCn1c(SCC(=O)NC2CC2)nc2ccccc21 | 2.1 | 2.0 | -2.6% | 10.3% | -8.2% | -1.5% | -2.5% | -3.2

Only part of the results is shown. The share of hits here may be higher or lower than overall.
